CHO parental Ca – ATP-evoked calcium signal inhibitors, parental CHO, primary screen, counter-screen for OX1R antagonist project, cell-based, fluorescence, Fluo-8 calcium dye | parental CHO-K1, ATP-induced calcium, Fluo-8 fluorescence | inhibition, % at 5.6 µM | 330,000 compounds, 0.63% hits;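 active = inhibition above that plate's mean sample inhibition plus 3 SD, cut at about 26% in these data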;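 note: 0% = ATP-challenged DMSO wells and 100% = DMSO wells without ATP; some compounds past the cut are filed as inactive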
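Test system: parental CHO cells; detection: calcium-sensitive Fluo-8 fluorescence; evaluation: percent inhibition of calcium signal; also added: ATP as calcium-mobilizing challenge; repeats: one well per compound; control set: ATP-challenged DMSO wells low, unchallenged DMSO wells high; compound: single nominal dose of 5.6 µM per compound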
CHRM1 antagonist – human M1 muscarinic receptor antagonists, primary screen, CHO-K1 cells, Fluo-8 calcium fluorescence, 1536-well | CHO-K1 hM1, ACh EC80 antagonist | inhibition, % at 3 µM | 360,000 compounds, 1.3% hits;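 active = percent inhibition above its own plate's cutoff, namely the mean of that plate's compound wells plus 3 SD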;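 note: peak over basal fluorescence ratio during 140 s after agonist addition; 0% = ACh EC80 plus DMSO and 100% = DMSO alone without agonist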
Target sequence (P11229 whole entry, looked up): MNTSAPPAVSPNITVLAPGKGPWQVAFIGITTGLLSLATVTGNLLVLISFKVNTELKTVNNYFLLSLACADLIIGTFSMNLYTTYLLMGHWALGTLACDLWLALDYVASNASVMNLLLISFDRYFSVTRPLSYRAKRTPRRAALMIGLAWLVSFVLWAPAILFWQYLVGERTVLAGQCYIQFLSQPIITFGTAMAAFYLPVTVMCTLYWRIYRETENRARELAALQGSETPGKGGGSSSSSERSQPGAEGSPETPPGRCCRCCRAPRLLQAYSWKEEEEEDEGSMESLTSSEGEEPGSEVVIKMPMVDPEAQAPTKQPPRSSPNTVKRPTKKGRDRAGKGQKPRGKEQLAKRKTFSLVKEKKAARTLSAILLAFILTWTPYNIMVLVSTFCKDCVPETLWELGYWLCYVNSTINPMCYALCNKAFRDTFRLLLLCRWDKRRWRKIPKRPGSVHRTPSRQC
M1 ag parental – counter-screen for M1 agonists: effect in parental CHO-K1 cells | 360,000 compounds, 0.48% hits | activation, % at 3 µM | Fluo-8 calcium fluorescence; scaled to maximal ATP response, vehicle zero | AID 602248, 2012; in the data active = activation above about 15%;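 note: untransfected CHO-K1 host cells lacking M1 receptor as counterscreen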
M1 ag – human M1 muscarinic receptor agonists, primary screen, Fluo-8 calcium fluorescence, CHO-K1 cells, HTS. Muscarinic acetylcholine receptor M1 (Homo sapiens), P11229. CHO-K1 hM1, agonist mode; 0% DMSO, 100% acetylcholine EC100. activation, % at 3 µM. 360,000 compounds, 0.33% hits;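 active = activation above the run's mean compound activation plus 3 SD, cut at about 16% in these data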;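 note: peak over basal fluorescence ratio within a 140 s kinetic read after compound addition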
TAAR1 antag – human TAAR1 antagonists, primary screen, Fluo-8 calcium fluorescence, CHO RD-HGA16 cells; Trace amine-associated receptor 1 (Homo sapiens), Q96RJ0; antagonist; inhibition, % at 3 µM; 360,000 compounds, 1.5% hits;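 active = inhibition above a per-plate cutoff, the mean inhibition of test compounds on that plate plus 3 SD, cut at about 49% in these data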;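 note: 0% = DMSO plus EC80 beta-PEA response and 100% = DMSO alone without agonist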
Target sequence (Q96RJ0 whole entry, looked up): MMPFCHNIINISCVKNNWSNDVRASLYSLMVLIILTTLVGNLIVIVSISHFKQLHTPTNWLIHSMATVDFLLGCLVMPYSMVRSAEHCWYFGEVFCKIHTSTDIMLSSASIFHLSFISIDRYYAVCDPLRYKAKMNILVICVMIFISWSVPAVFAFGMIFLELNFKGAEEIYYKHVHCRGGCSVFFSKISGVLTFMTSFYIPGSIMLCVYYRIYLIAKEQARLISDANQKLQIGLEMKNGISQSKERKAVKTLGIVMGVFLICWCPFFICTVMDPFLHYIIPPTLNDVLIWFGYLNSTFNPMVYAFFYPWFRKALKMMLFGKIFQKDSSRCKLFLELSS
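System: CHO RD-HGA16 cells bearing hTAAR1. Reagent: EC80 β-phenethylamine stimulus. Schedule: seeding 17-24 h prior, 75-min 37 °C, 30-min RT dye loading. Signal: Fluo-8 intracellular calcium dye fluorescence, real-time kinetic reads. Read-out: % inhibition from peak post-agonist over basal fluorescence ratio. Benchmarks: vehicle wells and EC80 agonist wells. Replicates: n of 1.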
M1 PAM parental – nonselective calcium activators in parental CHO-K1 cells, primary screen, counter-screen for M1 PAM project, cell-based, Fluo-8 calcium fluorescence, full deck, 1536-well; ATP EC20; 0% at ATP EC20, 100% at ATP max; activation, % at 3 µM; 360,000 compounds, 0.02% hits; AID 602247, 2012;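 active = activation above the run cutoff, the mean activation of all test compounds plus 3 SD, cut at about 40% in these data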;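 note: peak over basal fluorescence ratio in a 140 s read after ATP addition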
CHO-K1 Ca antag – counter-screen for M1 antagonists: effect in parental CHO-K1 cells; 360,000 compounds, 0.6% hits; inhibition, % at 3 µM; ATP-induced calcium, Fluo-8 fluorescence;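 active = inhibition above a per-plate cutoff, the plate's mean sample inhibition plus 3 SD, cut at about 24% in these data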;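 note: 0% = DMSO plus EC80 ATP and 100% = DMSO alone without ATP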
TAAR1 ag – human TAAR1 agonists, primary screen, Fluo-8 calcium fluorescence, CHO RD-HGA16 cells. vehicle wells 0%, saturating PEA agonist 100%. activation, % at 3 µM. 360,000 compounds, 0.99% hits;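 active = activation above the mean activation of all test compounds in the run plus 3 SD, cut at about 38% in these data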
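Assay system – CHO-derived RD-HGA16 cells with stable Gα16 and human TAAR1 · Compound dosing – one-point dosing at 3 µM (nominal) · Incubation – 17-24 h seeding, 75 min 37 °C dye, 30 min RT · Measured by – kinetic Fluo-8 calcium fluorescence · Control set – DMSO vehicle as 0%, PEA at EC100 as 100% · Repeats – single well for each compound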
M1 PAM – human M1 muscarinic receptor positive allosteric modulators, primary screen, CHO-K1 cells, Fluo-8 calcium fluorescence, 1536-well | CHO-K1 hM1, ACh EC20; 0% = ACh EC20, 100% = maximal ACh | Muscarinic acetylcholine receptor M1 (Homo sapiens), P11229 | 360,000 compounds, 0.088% hits | activation, % at 3 µM | AID 588819, 2011; in the data active = activation above about 19%, passing the limit was not always enough
The depositor's hits bear a star.

Screening Cc1cccc(/C=N/NC(=O)c2cc(-c3cccnc3)nc3ccccc23)c1 returned CHO parental Ca -17.6, CHRM1 antagonist -9.6, M1 ag parental -0.2, M1 ag -1.6, TAAR1 antag -10.8, M1 PAM parental 3.7, CHO-K1 Ca antag -4.2, TAAR1 ag 1.0 and M1 PAM 9.2.
Screening CN1CCN(C(=O)c2cc3nc(-c4ccc(Cl)cc4)cc(C(F)(F)F)n3n2)CC1 returned CHO parental Ca -6.2, CHRM1 antagonist -18.3, M1 ag parental -0.3, M1 ag -5.4, TAAR1 antag -30.8, M1 PAM parental 16.2, CHO-K1 Ca antag -8.9, TAAR1 ag 7.6 and M1 PAM 2.5.
For COc1ccc(C2(O)CCN(C(=O)c3c(F)cccc3F)CC2)cc1 the results were CHO parental Ca -1.2, CHRM1 antagonist -5.6, M1 ag parental 0.8, M1 ag -3.5, TAAR1 antag -7.8, M1 PAM parental 18.8, CHO-K1 Ca antag -5.0, TAAR1 ag 11.7 and M1 PAM 4.8.
COc1cccc(CN2C(=O)CCC2(C)C(=O)NCCc2ccc(OC)c(OC)c2)c1 (stereo unspecified) was read as CHO parental Ca -13.6, CHRM1 antagonist -9.9, M1 ag parental -0.2, M1 ag 0.2, TAAR1 antag -15.7, M1 PAM parental -1.4, CHO-K1 Ca antag 0.7, TAAR1 ag 0.1 and M1 PAM 14.3.
For O=C(N/N=C/c1cc(Cl)cc([N+](=O)[O-])c1O)c1cc(-c2ccccn2)nc2ccccc12 the results were CHO parental Ca -6.5, CHRM1 antagonist -17.2, M1 ag parental -0.1, M1 ag -3.1, M1 PAM parental 12.6, CHO-K1 Ca antag -10.5 and M1 PAM 0.8.
`Cc1ccc(NC(=O)CCCn2c(=O)oc3ccccc32)c(O)c1` gave CHO parental Ca -13.0, CHRM1 antagonist -7.8, M1 ag parental 0.6, M1 ag -1.9, TAAR1 antag -4.2, M1 PAM parental -24.6, CHO-K1 Ca antag 11.6, TAAR1 ag -0.2 and M1 PAM 0.9.
Screening O=c1[nH][nH]c(-c2ccccc2)c1C=Nc1ccc(OC(F)(F)F)cc1 returned CHO parental Ca 0.3, CHRM1 antagonist -2.6, M1 ag parental 0.5, M1 ag -5.6, TAAR1 antag -10.6, M1 PAM parental 13.8, CHO-K1 Ca antag -3.4, TAAR1 ag 2.5 and M1 PAM 5.0.
Screening Cc1cc(C)n(CC(O)COc2ccc(Cl)cc2)n1 (stereo unspecified) returned CHO parental Ca 6.6, CHRM1 antagonist -12.4, M1 ag parental 1.0, M1 ag -6.5, TAAR1 antag 4.8, M1 PAM parental 6.2, CHO-K1 Ca antag 7.2, TAAR1 ag -0.2 and M1 PAM 13.3.
For Cc1ccc(N=N/C(=C\O)C(=O)c2ccc(Cl)cc2)cc1 the results were CHO parental Ca -9.3, CHRM1 antagonist -2.9, M1 ag parental -0.8, M1 ag -1.0, TAAR1 antag 9.1, M1 PAM parental -9.9, CHO-K1 Ca antag 15.2, TAAR1 ag 1.0 and M1 PAM 7.4.
`CN(C(=O)Cc1ccccc1)n1cnnc1` gave CHO parental Ca -13.2, CHRM1 antagonist 4.4, M1 ag parental 0.4, M1 ag -1.2, TAAR1 antag 16.1, M1 PAM parental 3.0, CHO-K1 Ca antag -4.2, TAAR1 ag 12.8 and M1 PAM 0.2.
`N/C(Cc1ccc(Cl)c(Cl)c1)=N\OC(=O)c1ccc(Br)o1` gave CHO parental Ca -6.8, CHRM1 antagonist -5.3, M1 ag parental 0.2, M1 ag -0.8, TAAR1 antag -5.0, M1 PAM parental 6.6, CHO-K1 Ca antag -8.8, TAAR1 ag -1.7 and M1 PAM 6.5.
CC(NC(=O)c1ccccc1F)c1nnc(SCC(=O)N2CCN(c3ccccc3)CC2)n1C (stereo unspecified) was read as CHO parental Ca -3.7, CHRM1 antagonist -7.5, M1 ag parental 0.1, M1 ag -3.6, TAAR1 antag -28.7, M1 PAM parental -1.0, CHO-K1 Ca antag -12.6, TAAR1 ag -0.1 and M1 PAM 8.7.
`O=C(NC(=S)Nc1ccccc1N1CCCC1)c1ccccc1Br` gave CHO parental Ca -28.7, CHRM1 antagonist -18.9, M1 ag parental 0.8, M1 ag 0.0, TAAR1 antag -28.1, M1 PAM parental 9.6, CHO-K1 Ca antag -10.3, TAAR1 ag -0.3 and M1 PAM 11.2.
CC1CN(C(=O)c2ccccc2)OC(c2ccc3c(c2)OCO3)O1 (stereo unspecified) was read as CHO parental Ca -14.1, CHRM1 antagonist -7.5, M1 ag parental 0.4, M1 ag -0.3, TAAR1 antag -2.7, M1 PAM parental 22.2, CHO-K1 Ca antag -19.6, TAAR1 ag 6.1 and M1 PAM 7.2.
For CCOc1ccc(NC(=O)c2cc(C3CC3)nc3c2cnn3C(C)C)cc1OC the results were CHO parental Ca -30.7, CHRM1 antagonist -5.8, M1 ag parental 0.5, M1 ag -5.5, TAAR1 antag 13.9, M1 PAM parental 10.3, CHO-K1 Ca antag -22.8, TAAR1 ag 7.0 and M1 PAM 3.9.
For COc1ccc(CP(=O)(c2ccccc2)c2ccccc2)cc1 the results were CHO parental Ca -12.1, CHRM1 antagonist -4.6, M1 ag parental 0.7, M1 ag -2.8, TAAR1 antag -5.7, M1 PAM parental 14.2, CHO-K1 Ca antag -6.0, TAAR1 ag 4.2 and M1 PAM 0.3.
COc1ccc([C@@H]2CC(=O)[C@@H]3CN(S(=O)(=O)c4ccc(C)cc4)[C@H](c4ccccc4)C[C@@H]3N2S(=O)(=O)c2ccccc2)cc1 was read as CHRM1 antagonist -4.5, M1 ag parental 0.1, M1 ag -0.6, TAAR1 antag -14.0, M1 PAM parental 12.1, CHO-K1 Ca antag 5.1, TAAR1 ag 4.5 and M1 PAM 7.2.
COc1ccc(CN(C)C(=O)c2ccc3c(=O)n4c(nc3c2)CCC4)cc1 was read as CHO parental Ca -20.2, CHRM1 antagonist 1.5, M1 ag parental 1.1, M1 ag -0.4, TAAR1 antag -8.3, M1 PAM parental 4.8, CHO-K1 Ca antag 4.8, TAAR1 ag 3.0 and M1 PAM 5.1.
Screening COCCCNC(=O)c1ccc2nc([C@@H]3O[C@H](CO)[C@H](O)[C@H](O)[C@H]3O)[nH]c2c1 returned CHRM1 antagonist -1.6, M1 ag parental 2.8, M1 ag -1.3, TAAR1 antag -18.7, M1 PAM parental -1.4, CHO-K1 Ca antag 8.6, TAAR1 ag 1.0 and M1 PAM 2.0.
Cc1ccc(/C=c2\sc3nc(-c4ccco4)nn3c2=O)o1 was read as CHO parental Ca 6.2, CHRM1 antagonist -10.8, M1 ag parental -0.1, M1 ag -3.3, M1 PAM parental 0.7, CHO-K1 Ca antag 5.0 and M1 PAM 1.1.
O=C(OCC(=O)N1CCN(c2ccccc2)CC1)c1ccc(Cl)nc1 was read as CHO parental Ca -7.4, CHRM1 antagonist -1.1, M1 ag parental 1.7, M1 ag -2.4, TAAR1 antag -20.8, M1 PAM parental -1.4, CHO-K1 Ca antag -11.2, TAAR1 ag 2.6 and M1 PAM 0.5.
`N#CCCCSc1nnnn1-c1cccc(Cl)c1` gave CHO parental Ca -5.2, CHRM1 antagonist 1.4, M1 ag parental 0.3, M1 ag -6.0, TAAR1 antag -3.0, M1 PAM parental 6.2, CHO-K1 Ca antag -8.8, TAAR1 ag 3.0 and M1 PAM -1.5.
`COc1ccc(CC(=O)Nc2nncs2)cc1OC` gave CHO parental Ca -11.9, CHRM1 antagonist -28.1, M1 ag parental 0.1, M1 ag -1.4, TAAR1 antag 1.5, M1 PAM parental 16.0, CHO-K1 Ca antag -19.8, TAAR1 ag 7.1 and M1 PAM 3.4.
`COc1cccc(-c2cnc(C(O)c3ccc(OC)c(F)c3)[nH]2)c1` (stereo unspecified) gave CHRM1 antagonist -5.4, M1 ag parental 0.7, M1 ag 1.5, TAAR1 antag -26.0, M1 PAM parental -10.1, CHO-K1 Ca antag -0.4, TAAR1 ag 3.3 and M1 PAM 7.6.
Screening CC1CCCC(NC(=O)CSC2CCCCC2)C1C (stereo unspecified) returned CHO parental Ca -11.6, CHRM1 antagonist 6.1, M1 ag parental 0.9, M1 ag -7.0, TAAR1 antag -5.7, M1 PAM parental 10.5, CHO-K1 Ca antag -14.2, TAAR1 ag 10.6 and M1 PAM 0.2.
O=C(O)c1ccc(-c2cccc([N+](=O)[O-])c2)o1 was read as CHO parental Ca 4.5, CHRM1 antagonist -7.8, M1 ag parental 0.1, M1 ag -1.9, TAAR1 antag -16.8, M1 PAM parental -14.0, CHO-K1 Ca antag -4.0, TAAR1 ag 1.8 and M1 PAM 5.8.
COc1cc(OC)cc(C(=O)NNC(=O)CN2C(=O)NC3(CCCC3)C2=O)c1 was read as CHO parental Ca -9.9, CHRM1 antagonist 2.7, M1 ag parental 0.4, M1 ag -1.9, TAAR1 antag 10.7, M1 PAM parental 6.3, CHO-K1 Ca antag -7.7, TAAR1 ag 3.4 and M1 PAM 2.4.
`COC(=O)C(Cc1ccc(O)cc1)N1Cc2ccccc2C1=O` (stereo unspecified) gave CHO parental Ca -2.2, CHRM1 antagonist -5.1, M1 ag parental 0.6, M1 ag 3.9, TAAR1 antag 18.1, M1 PAM parental 8.5, CHO-K1 Ca antag 2.4, TAAR1 ag 0.3 and M1 PAM 20.4.

Structural class, the compounds so far containing an NH in an aromatic ring
Screening O=c1[nH][nH]c(-c2ccccc2)c1C=Nc1ccc(OC(F)(F)F)cc1 returned CHO parental Ca 0.3, CHRM1 antagonist -2.6, M1 ag parental 0.5, M1 ag -5.6, TAAR1 antag -10.6, M1 PAM parental 13.8, CHO-K1 Ca antag -3.4, TAAR1 ag 2.5 and M1 PAM 5.0.
Screening COCCCNC(=O)c1ccc2nc([C@@H]3O[C@H](CO)[C@H](O)[C@H](O)[C@H]3O)[nH]c2c1 returned CHRM1 antagonist -1.6, M1 ag parental 2.8, M1 ag -1.3, TAAR1 antag -18.7, M1 PAM parental -1.4, CHO-K1 Ca antag 8.6, TAAR1 ag 1.0 and M1 PAM 2.0.
`COc1cccc(-c2cnc(C(O)c3ccc(OC)c(F)c3)[nH]2)c1` (stereo unspecified) gave CHRM1 antagonist -5.4, M1 ag parental 0.7, M1 ag 1.5, TAAR1 antag -26.0, M1 PAM parental -10.1, CHO-K1 Ca antag -0.4, TAAR1 ag 3.3 and M1 PAM 7.6.

Bioassay records from PubChem.
